From PubChem BioAssay
XIAP displacement: small molecules displacing peptide from XIAP – biochemical, IAP family, fluorescence polarization (AID 1018) | XIAP BIR domain, fluorescence polarization peptide displacement; higher % means a stronger effect | one-dose displacement, % at 20 µM; IC50 in µM for titrated hits | 200,000 compounds, 0.007% hits; in the data active means displacement above about 50%; further: a part of the inactive calls stands beside numbers as strong as those of hits
human PMI inhibitors: MPI inhibition at elevated mannose 6-phosphate – biochemical, fluorescence intensity, high mannose 6-phosphate, primary screen (AID 1220) | recombinant PMI enzyme, coupled fluorescence intensity; higher % means a stronger effect | inhibition, % at 20 µM, or IC50 in µM where a hit was titrated | 190,000 compounds, 0.66% hits; in the data active means inhibition above about 50%
ER stress rescue: rescue of cells from ER stress-induced death, primary screen, 384-well, CSM14.1, thapsigargin, ATP luminescence (AID 1222). CSM14.1 thapsigargin-induced death rescue, ATP luminescence; higher % means a stronger effect. 190,000 tested, under 10 active. cellular ATP content (survival), % at 20 µM; hits with a dose series show EC50 in µM;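 active means EC50 below 50 µM in the dose-response confirmation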;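 further: death triggered by thapsigargin at about 15 µM added after 2 h compound pretreatment; cell ATP read after overnight thapsigargin exposure of roughly 18 to 22 hours; normalized against plate controls of thapsigargin alone and 5% DMSO vehicle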
P. falciparum M17LAP: P. falciparum M17LAP inhibitors, primary screen, biochemical, fluorogenic H-Leu-NHMec substrate, 1536-well (AID 1619); recombinant M17LAP, H-Leu-NHMec fluorogenic kinetic assay; higher % means a stronger effect; one-dose inhibition, % at 30 µM; IC50 in µM for titrated hits; 220,000 compounds, 0.38% hits;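 active means compound inhibiting the enzyme by more than half at any dose during confirmatory dose-response retesting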;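 further: plate controls were full reaction with DMSO carrier for no effect and no enzyme background for full effect; strong numbers were not always called active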
Yfh1-off respiration: mitochondrial function rescue without frataxin homolog – Friedreich's ataxia, plus single-dose screen, dose response (AID 1465). S. cerevisiae Yfh1-off respiration, WST-1 reduction, 72 h; higher fold induction means a stronger effect. 220,000 compounds, 0.074% hits. fold induction at 50 µM; hits with a dose series show EC50 in µM;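 active means fold induction of absorbance versus untreated yeast above a set limit, then at least 30% activation at any dose in follow-up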;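 further: activators that raise dye reduction in frataxin-depleted yeast; strong numbers were not always called active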
M1AAP inhibition: P. falciparum M1AAP inhibitors, biochemical, fluorogenic H-Leu-NHMec substrate, 1536-well (AID 1445) | inhibition, % at 30 µM, or IC50 in µM where a hit was titrated | recombinant M1AAP, H-Leu-NHMec fluorogenic kinetic assay; higher % means a stronger effect | 220,000 compounds, 0.42% hits;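 active means primary inhibition above the hit cutoff, then over 50% inhibition at one or more dose response concentrations, cut at about 23% in these data, passing the limit was not always enough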;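 further: plate controls were DMSO full reaction for no effect and no enzyme background for full effect; strong numbers were not always called active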
Salmonella PhoP GFP: PhoP-dependent GFP reporter repression – Salmonella Typhimurium, primary screen (AID 1863); S. Typhimurium PhoP-regulated promoter GFP reporter, 4 h; higher % means a stronger effect; inhibition, % at 50 µM; hits with a dose series show IC50 in µM; 300,000 compounds, 0.16% hits;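 active means inhibition over 29.93%, a cutoff 3 SD above the screen mean, later confirmed by dose response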;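 further: 0% = low Mg2+ inducing control and 100% = high Mg2+ repressing control; strong numbers were not always called active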
SIAH1 antagonists: blockers of Siah-1 interaction with plectin peptide – biochemical, fluorescence polarization, rhodamine-plectin, uHTS, primary screen (AID 1817); one-dose displacement, % at 20 µM; IC50 in µM for titrated hits; Siah-1 / rhodamine-plectin peptide fluorescence polarization; higher % means a stronger effect; 290,000 compounds, 0.02% hits;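 active means displacement of at least 50% at 20 µM, with a fluorescence ratio check between 0.3 and a set limit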;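 further: plate controls were Siah plus tracer with DMSO for no effect and tracer alone without Siah for full effect; strong numbers were not always called active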
West Nile antiviral: West Nile virus antiviral activity, cell-based, CPE readout (AID 1621). one-dose CPE inhibition, % at 10 µM; IC50 in µM for titrated hits. West Nile virus-infected cells, CPE inhibition; higher % means a stronger effect. 290,000 compounds, 0.02% hits; in the data active means a potency from the dose series; further: strong numbers were not always called active
Active calls of the source: *.

`O=C(Nc1ccc(N2CCCC2)cc1)c1ccccc1F` gave XIAP displacement -6.1%, human PMI inhibitors 29%, ER stress rescue -3.8%, P. falciparum M17LAP 10%, Yfh1-off respiration inactive, M1AAP inhibition 5%, Salmonella PhoP GFP 5%, SIAH1 antagonists -7% and West Nile antiviral 0.3%.
Screening CN(C)CC(O)CN(c1ccccc1)c1ccccc1 (stereo unspecified) returned P. falciparum M17LAP -6%, Yfh1-off respiration inactive, M1AAP inhibition 2%, Salmonella PhoP GFP -5%, SIAH1 antagonists 11% and West Nile antiviral 0.3%.
Cc1nnc2ccc(-c3ccc(NC(=O)Cc4cccs4)cc3)nn12 was read as P. falciparum M17LAP -3%, Yfh1-off respiration inactive, M1AAP inhibition -1%, Salmonella PhoP GFP -5%, SIAH1 antagonists 38% and West Nile antiviral 0.4%.
Screening Cc1nn(C(C)C(=O)O)c(=O)c2ccccc12 (stereo unspecified) returned XIAP displacement -5.7%, human PMI inhibitors -50%, ER stress rescue -1.0%, P. falciparum M17LAP 28%, Yfh1-off respiration inactive, M1AAP inhibition -1%, Salmonella PhoP GFP -2%, SIAH1 antagonists 2% and West Nile antiviral 1.0%.
`CC(=O)Oc1ccc2c(C)c(CC(C)O)c(=O)oc2c1` (stereo unspecified) gave XIAP displacement -11%, human PMI inhibitors -4%, ER stress rescue 2.2%, P. falciparum M17LAP inactive, Yfh1-off respiration inactive, M1AAP inhibition 62µM*, Salmonella PhoP GFP 12%, SIAH1 antagonists 2% and West Nile antiviral 0.4%.
`O=C(N/N=C/C=C/c1ccccc1[N+](=O)[O-])c1cc(-c2cccnc2)nc2ccccc12` gave XIAP displacement -4.4%, human PMI inhibitors 6%, ER stress rescue -3.7%, P. falciparum M17LAP 11%, Yfh1-off respiration inactive, M1AAP inhibition -1%, Salmonella PhoP GFP -9%, SIAH1 antagonists 5% and West Nile antiviral -0.4%.
CCCC(=O)NCCCc1nc2ccccc2n1C was read as XIAP displacement -6.3%, human PMI inhibitors 5%, ER stress rescue -2.9%, P. falciparum M17LAP 0%, Yfh1-off respiration inactive, M1AAP inhibition 1%, Salmonella PhoP GFP -6%, SIAH1 antagonists -1% and West Nile antiviral 0.4%.
CCOC(=O)N1CCC(N(CCN(C)C)C(=S)Nc2cccc(C)c2)CC1 was read as XIAP displacement -23%, human PMI inhibitors 4%, ER stress rescue -2.4%, P. falciparum M17LAP -2%, Yfh1-off respiration inactive, M1AAP inhibition 3%, Salmonella PhoP GFP -2%, SIAH1 antagonists 15% and West Nile antiviral 0.0%.
Screening CC1CC1C(=O)OCC(=O)NC(=O)NC12CC3CC(CC(C3)C1)C2 (stereo unspecified) returned XIAP displacement -3.2%, human PMI inhibitors -4%, ER stress rescue -10%, P. falciparum M17LAP -13%, Yfh1-off respiration inactive, M1AAP inhibition 3%, Salmonella PhoP GFP -5%, SIAH1 antagonists -1% and West Nile antiviral -0.4%.
Screening CC1=C(C(=O)Nc2ccccc2)C(c2ccco2)C(C#N)=C(SCC(=O)Nc2cccc(C)c2C)N1 (stereo unspecified) returned XIAP displacement -0.4%, human PMI inhibitors -8%, P. falciparum M17LAP 11%, Yfh1-off respiration inactive, M1AAP inhibition 1%, Salmonella PhoP GFP 9%, SIAH1 antagonists -5% and West Nile antiviral 0.6%.
O=C(/C=C/Nc1ccc([N+](=O)[O-])cc1Br)c1cccc2ccccc12 was read as XIAP displacement -0.9%, human PMI inhibitors 20%, ER stress rescue -1.9%, P. falciparum M17LAP 22%, Yfh1-off respiration inactive, M1AAP inhibition 6%, Salmonella PhoP GFP -8%, SIAH1 antagonists 2% and West Nile antiviral -0.4%.
`Cc1c(-c2nc(-c3ccncc3)no2)cccc1[N+](=O)[O-]` gave P. falciparum M17LAP 6%, Yfh1-off respiration inactive, M1AAP inhibition 6%, Salmonella PhoP GFP -8%, SIAH1 antagonists 8% and West Nile antiviral -0.5%.
O=C1C(C23CC4CC(CC(C4)C2)C3)C(=O)N(c2ccccc2)N1c1ccccc1 was read as XIAP displacement -3.3%, human PMI inhibitors 1%, ER stress rescue -2.4%, P. falciparum M17LAP 9%, Yfh1-off respiration inactive, M1AAP inhibition -5%, Salmonella PhoP GFP -1%, SIAH1 antagonists 14% and West Nile antiviral 0.1%.
For O=C(CSc1ncn[nH]1)Nc1cccc2ccccc12 the results were XIAP displacement -4.9%, human PMI inhibitors 12%, ER stress rescue 2.4%, P. falciparum M17LAP 29µM*, Yfh1-off respiration inactive, M1AAP inhibition 19%, Salmonella PhoP GFP 43%, SIAH1 antagonists 0% and West Nile antiviral 0.5%.
For CSc1nc(S(=O)(=O)c2ccc(C)cc2)c(Cl)s1 the results were XIAP displacement -7.8%, human PMI inhibitors 10%, P. falciparum M17LAP -7%, Yfh1-off respiration inactive, M1AAP inhibition -2%, Salmonella PhoP GFP 6%, SIAH1 antagonists 1% and West Nile antiviral -0.5%.
For CN(C)/C=N/n1cnc2ccccc2c1=O the results were P. falciparum M17LAP 2%, Yfh1-off respiration inactive, M1AAP inhibition -3%, Salmonella PhoP GFP -2%, SIAH1 antagonists -7% and West Nile antiviral 0.1%.
Screening COc1ccc(CCN(C)C(=S)NC(=O)c2ccc(F)cc2Cl)cc1OC returned XIAP displacement -9.6%, human PMI inhibitors 2%, ER stress rescue 0.0%, P. falciparum M17LAP -2%, Yfh1-off respiration inactive, M1AAP inhibition 30%, Salmonella PhoP GFP -9%, SIAH1 antagonists 8% and West Nile antiviral -0.8%.
Screening c1ccc(-c2nc3ccccc3c3nc4ccccc4n23)cc1 returned XIAP displacement -5.0%, human PMI inhibitors -3%, ER stress rescue 1.5%, P. falciparum M17LAP 4%, Yfh1-off respiration inactive, M1AAP inhibition 2%, Salmonella PhoP GFP -12%, SIAH1 antagonists 12% and West Nile antiviral 0.1%.
Screening COc1ccc(-c2cc(C(=O)Nc3c(Cl)cc(Cl)cc3Cl)c3ccccc3n2)cc1OC returned XIAP displacement -1.1%, human PMI inhibitors -28%, ER stress rescue -1.9%, P. falciparum M17LAP -17%, Yfh1-off respiration inactive, M1AAP inhibition 3%, Salmonella PhoP GFP 10%, SIAH1 antagonists 4% and West Nile antiviral -0.6%.
For CCN1C2=NCCCN2c2cc(C)c(C)cc21 the results were XIAP displacement -5.3%, human PMI inhibitors -1%, ER stress rescue -0.6%, P. falciparum M17LAP -8%, Yfh1-off respiration inactive, M1AAP inhibition 1%, Salmonella PhoP GFP -13%, SIAH1 antagonists 2% and West Nile antiviral 0.1%.
O=C(Nc1cccc(O)c1)C(Cc1ccccc1)N1C(=O)c2cccc3cccc(c23)C1=O (stereo unspecified) was read as XIAP displacement -0.6%, human PMI inhibitors 5%, ER stress rescue -1.6%, P. falciparum M17LAP 15%, Yfh1-off respiration inactive, M1AAP inhibition 4%, Salmonella PhoP GFP -9%, SIAH1 antagonists 6% and West Nile antiviral -0.6%.
Screening O=c1c2c(nc3cc(-c4ccccc4)[nH]n13)CCC2 returned XIAP displacement -6.8%, human PMI inhibitors 2%, ER stress rescue -2.4%, P. falciparum M17LAP -9%, Yfh1-off respiration inactive, M1AAP inhibition -5%, Salmonella PhoP GFP 0%, SIAH1 antagonists -1% and West Nile antiviral -0.1%.
`Cc1ccc(Nc2nc(-c3c(C)n(C)n(-c4ccccc4)c3=O)c(C)s2)cc1` gave XIAP displacement 1.5%, human PMI inhibitors -1%, ER stress rescue -1.9%, P. falciparum M17LAP 13%, Yfh1-off respiration inactive, M1AAP inhibition 5%, Salmonella PhoP GFP 5%, SIAH1 antagonists 9% and West Nile antiviral -0.7%.
`Cc1nn(-c2ccccc2)c(Cl)c1C(=O)Nc1nnc(C2CCCC2)s1` gave XIAP displacement -4.2%, human PMI inhibitors 2%, ER stress rescue -1.9%, P. falciparum M17LAP 10%, Yfh1-off respiration inactive, M1AAP inhibition -2%, Salmonella PhoP GFP -6%, SIAH1 antagonists -2% and West Nile antiviral 1.2%.
`COC(=O)c1cccc(Oc2nc3c(c(=O)n(C)c(=O)n3C)n2C(C)C)c1` gave XIAP displacement -25%, human PMI inhibitors 6%, ER stress rescue 5.6%, P. falciparum M17LAP 5%, Yfh1-off respiration inactive, M1AAP inhibition 4%, Salmonella PhoP GFP 5%, SIAH1 antagonists -2% and West Nile antiviral -0.2%.
Screening Cc1ccc(-c2nnc(N3CCN(C(=O)CSc4ncn[nH]4)CC3)c3ccccc23)cc1 returned XIAP displacement -0.3%, human PMI inhibitors 14%, P. falciparum M17LAP 31%, Yfh1-off respiration inactive, M1AAP inhibition 6%, Salmonella PhoP GFP -14%, SIAH1 antagonists 4% and West Nile antiviral 1.5%.
Screening CCOc1ccc(N=c2scc(-c3ccc(OC)cc3)n2CCO)cc1 returned XIAP displacement -1.5%, human PMI inhibitors 0%, ER stress rescue -1.1%, P. falciparum M17LAP 11%, Yfh1-off respiration inactive, M1AAP inhibition -2%, Salmonella PhoP GFP 0%, SIAH1 antagonists -1% and West Nile antiviral -1.1%.
For CC1(C)CC(CC(=O)NNc2nc(-c3ccccc3)cs2)C(=O)O1 (stereo unspecified) the results were XIAP displacement -2.9%, human PMI inhibitors -6%, ER stress rescue 0.0%, P. falciparum M17LAP 13%, Yfh1-off respiration inactive, M1AAP inhibition -14%, Salmonella PhoP GFP 10%, SIAH1 antagonists 7% and West Nile antiviral -0.1%.
For CCCCOC(=O)C(C)Nc1n[nH]c(=S)[nH]c1=O (stereo unspecified) the results were XIAP displacement -0.6%, human PMI inhibitors -32%, ER stress rescue -2.6%, P. falciparum M17LAP -19%, Yfh1-off respiration inactive, M1AAP inhibition 6%, Salmonella PhoP GFP -9%, SIAH1 antagonists 2% and West Nile antiviral 1.3%.
For CCCCCCCCCn1cc(C(C)=O)c(=O)[nH]c1=O the results were XIAP displacement 1.0%, human PMI inhibitors -5%, ER stress rescue -0.5%, P. falciparum M17LAP 18%, Yfh1-off respiration inactive, M1AAP inhibition -2%, Salmonella PhoP GFP -1%, SIAH1 antagonists -3% and West Nile antiviral 0.2%.
O=C(CSc1ccc(F)cc1)NC12CC3CC(CC(C3)C1)C2 was read as XIAP displacement -3.7%, human PMI inhibitors -3%, ER stress rescue -0.5%, P. falciparum M17LAP 1%, Yfh1-off respiration inactive, M1AAP inhibition 4%, Salmonella PhoP GFP -7%, SIAH1 antagonists 4% and West Nile antiviral -1.0%.
For COC(=O)c1ccc(O)c(Sc2cc(C(=O)OC)ccc2O)c1 the results were XIAP displacement -6.1%, human PMI inhibitors 21%, ER stress rescue -3.0%, P. falciparum M17LAP 13%, M1AAP inhibition 33µM*, Salmonella PhoP GFP 1% and SIAH1 antagonists -2%.
